UDG counter = UDG inhibition counter-screen | Potency, µM (series often up to 115 µM), for the others: at the top dose activity change, negative = inhibition, hits mostly inhibitors | FRET deamination/UDG coupled assay, UDG read, 4 h | 91,000 tested, 0.14% active | AID 1347430; also: nearly all actives have a fitted effect of over 65% in size
AID inh = blocks human AID cytidine deaminase activity; Potency, µM (highest dose often 115 µM), inactives show at the highest dose activity change, negative = inhibition, usual class: inhibitors; AID deamination FRET fluorescence, UDG-coupled, 4 h; AID 1347428; 91,000 tested, 0.32% active; also: nearly all actives have a fitted effect of over 25% in size
Target sequence (Q9GZX7 whole entry, looked up): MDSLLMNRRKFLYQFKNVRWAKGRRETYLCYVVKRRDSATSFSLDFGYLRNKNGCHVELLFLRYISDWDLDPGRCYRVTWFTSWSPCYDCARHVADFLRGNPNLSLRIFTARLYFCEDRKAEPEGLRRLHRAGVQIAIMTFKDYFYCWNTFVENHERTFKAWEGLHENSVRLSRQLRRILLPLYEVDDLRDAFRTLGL
Numbers without * were called inactive; ? = inconclusive; [ ] = remark or other dose. Calls follow the shape of the dose curve; as a rule, active = well fitted curve in the direction sought with a large enough effect; inconclusive = small, poorly fitted or top-dose-only effect, or another doubt; inactive = no such curve, though single readings can be large; an effect the other way counts as inactive or inconclusive. % is scaled to controls: 0 for no effect and ±100 for the full control effect; potency is read from the fitted curve at half-maximal effect. Only part of the results is shown; the hit share may differ from the screen's.

The line under a structure holds: UDG counter | AID inh
O=C(NC(C1CC1)C1CC1)c1ccc(Cl)cc1
 : -8% | -2%
Fc1ccc(N/N=C/c2ccc(Cl)cc2Cl)c(F)c1
 : -2% | -7%
CCC(=O)N1CCc2cc(CNC(=O)Nc3cc(OC)c(OC)c(OC)c3)ccc21
 : -8% | 33%[activator]
COc1cc(CN(C(=O)c2ccccc2)c2ccccn2)cc(OC)c1OC
 : 11% | 5%
CC1=C(C(=O)N2CCN(c3cccc(C(F)(F)F)c3)CC2)C2(CCCCC2)OC1=O
 : -16% | -7%
COCCCn1c(C(C)Oc2ccc(C(C)(C)C)cc2)n[nH]c1=S (centres undefined)
 : 5% | 3%
CCOC(=O)CNS(=O)(=O)c1cc(-c2nnc(Nc3cccc(O)c3)c3ccccc23)ccc1C
 : -5% | -6%
Cc1ccc(-c2cc3ncc(C(=O)c4cc([N+](=O)[O-])ccc4O)cn3n2)cc1
 : -19% | ?
FC(F)(F)c1cccc(-n2nnnc2C2(NC3CCCCC3)CCCC2)c1
 : -11% | -14%
CCOc1ccccc1CNC(=O)CCc1cn(C)c2ccccc12
 : -6% | 2%
COCCOC(=O)C1=C(C)NC(=O)NC1c1cn(-c2ccccc2)nc1-c1ccccc1 (centres undefined)
 : -15% | -19%
O=c1c2ccccc2c(-c2ccccc2)nn1-c1cc(N2CCNCC2)ccc1[N+](=O)[O-]
 : -11% | -29%
Cc1nn(C)c(C)c1CCNC(=O)Nc1ccccc1C(F)(F)F
 : ? | 24%
CC(C)(C)S(=O)CCC(=O)O (centres undefined)
 : -12% | -7%
Cc1cc2cc(C(=O)O)ccc2o1
 : -10% | -7%
COc1ccccc1CNC(=O)CN1C(=O)CSc2c1c(C)nn2-c1ccccc1
 : 1% | 5%
Cc1ccc2c(CSc3nnnn3C3CC3)cc(=O)oc2c1C
 : -2% | -18%
Cc1nn(CC(=O)NCC(C)N2CCCC2)c(=O)c2ccccc12 (centres undefined)
 : -3% | 4%
CCc1cccc(C)c1NC(=O)CCn1nc(C)c2c(C)n(-c3ccccc3)nc2c1=O
 : -4% | -6%
COc1ccc(C2(c3ccc(OC)cc3)C=Cc3c(c(OC)cc4ccccc34)O2)cc1
 : -8% | -17%
Cc1ccc(CSc2ncc(Cl)c(C(=O)NCCc3ccc(S(N)(=O)=O)cc3)n2)cc1
 : 11% | -5%
CCN(CC)C(=O)Cn1c(=O)nc(-c2ccccc2F)c2cc(Cl)ccc21
 : -2% | 10%
COc1ccc(C2C(C#N)=C(SC)NC3=C2C(=O)CC(C)(C)C3)cc1 (centres undefined)
 : -6% | -1%
Cc1csc2nc(-c3cccc(NS(C)(=O)=O)c3)cn12
 : -5% | 6%
CCCCNC(=O)CSc1nc2ccccc2nc1Cc1ccccc1
 : 4% | 0%
Cc1cccc(Cn2c(=O)n(Cc3ccccc3)c(=O)c3oc4ccccc4c32)c1
 : 9% | 9%
CCc1ccc(C(=O)c2cn(CC(=O)NC3CCCCC3)c3nc(C)ccc3c2=O)cc1
 : 31%[activator] | -4%
Cc1ccccc1-n1nnc(C(=O)NC2CCCCC2)c1N
 : -8% | -4%
COc1ccc2c(c1)-c1nc(NC(=O)c3ccccc3F)sc1CC2
 : -7% | 65%[activator]
Fc1ccc(-n2c(Cc3ccccc3)nnc2SCc2ccc(Br)cc2)cc1
 : -8% | ?
O=C(O)CCCC(=O)N1CCN(c2ccc(Cl)c(Cl)c2)CC1
 : -3% | -1%
CCc1ccc(CNCc2ccco2)cc1
 : -9% | -4%
CCOc1ccc(Nc2nc3ccccc3nc2NS(=O)(=O)c2ccc(F)cc2)cc1
 : -11% | -8%
Cc1c(OCc2nnc(SC(C)C(=O)Nc3ccc4c(c3)OCO4)n2C)ccc2ccccc12 (centres undefined)
 : 1% | ?
Cc1cc(NC(=O)c2cc(-c3ccc(Cl)cc3)on2)n(-c2ccccc2)n1
 : 22% | 11%
CCOc1cc(/C=C/C(=O)O)ccc1OCc1ccc2ccccc2c1
 : -12% | -15%
Cc1cc(Cl)ccc1OCC(=O)OCC(=O)Nc1ccccc1Br
 : -4% | 2%
COc1ccc2nc(-c3ccc4c(c3)OCO4)cc(C(=O)NCCN3CCOCC3)c2c1
 : 5% | 3%
Cc1cc(=O)n(CC(=O)N2CCN(c3ccccc3F)CC2)c2c1c(C)nn2C
 : 1% | 2%
Cc1ccc(S(=O)(=O)NCCSc2nnnn2-c2ccccc2)cc1
 : 9% | -10%
Cc1cccc(NC(=O)c2ccc3c(c2)NC(=O)CS3)c1
 : 2% | -2%
O=C(CSc1nc(-c2ccccc2)c2ccccc2n1)Nc1ccc(F)cc1
 : 2% | -11%
O=C(O)c1ccc(/C=C/C(=O)c2cccs2)cc1
 : -13% | -5%
COc1ccccc1N1CCN(c2nc3ccccc3n3cnnc23)CC1
 : -13% | 0%
CC(C)c1ccc(NC(=O)C2CCCN(S(=O)(=O)c3cccc4cccnc34)C2)cc1 (centres undefined)
 : 1% | -9%
COc1ccc(-c2nc3ccccc3s2)cc1NC(C)=O
 : -10% | 9%
CCN1CCN(CCNC(=O)c2ccc(-c3nc(CS(=O)(=O)c4ccccc4)c(C)o3)cc2)CC1
 : -4% | -11%
CCCOc1ccc(CNC(=O)CCCn2nc(C)c3sc4ccccc4c3c2=O)cc1
 : -1% | 1%
Cc1ccc(OCCCCc2c(C)n[nH]c2C)c(C(C)(C)C)c1
 : -10% | -19%
COC(=O)c1cnn(-c2ccc(C(=O)Nc3ccc(OC(F)(F)F)cc3)cc2)c1N
 : -6% | -17%
COc1ccc(NC(=O)COCc2cc(-c3ccco3)on2)cc1
 : 4% | -5%
Cc1cccc(CSCC(=O)Oc2ccc(-c3ccc(I)cc3)cc2)c1
 : 7% | 10%
CCCNC(=O)NCCN(C)C
 : 10% | 2%
FC(F)(F)c1cccc(N/N=C/c2cccc(Br)c2)c1
 : -9% | -11%
Cc1ccc(C(=O)N(Cc2ccco2)C2CC2)o1
 : -1% | 15%
CCCNC(=O)c1c(-n2cnnn2)sc2c1CCC2
 : 5% | 4%
O=C(Cc1scnc1-c1cccs1)NCc1ccccc1F
 : -2% | 6%
Cc1cc(=O)[nH]c2nnc(SCc3ccc(Cl)c(Cl)c3)n12
 : -8% | -2%
Oc1c(C(c2ccccc2Cl)N2CCCC2)sc2nc(-c3ccco3)nn12 (centres undefined)
 : 0% | -2%
O=C(COc1ccccc1F)NC1CC(=O)N(c2ccc3c(c2)OCCO3)C1 (centres undefined)
 : -1% | 21%

Given as a markdown table: entries from further up.
| SMILES | UDG counter | AID inh |
| --- | --- | --- |
| COc1ccc(-c2nc3ccccc3s2)cc1NC(C)=O | -10% | 9% |
| CCN1CCN(CCNC(=O)c2ccc(-c3nc(CS(=O)(=O)c4ccccc4)c(C)o3)cc2)CC1 | -4% | -11% |
| CCCOc1ccc(CNC(=O)CCCn2nc(C)c3sc4ccccc4c3c2=O)cc1 | -1% | 1% |
| Cc1ccc(OCCCCc2c(C)n[nH]c2C)c(C(C)(C)C)c1 | -10% | -19% |
| COC(=O)c1cnn(-c2ccc(C(=O)Nc3ccc(OC(F)(F)F)cc3)cc2)c1N | -6% | -17% |
| COc1ccc(NC(=O)COCc2cc(-c3ccco3)on2)cc1 | 4% | -5% |
| Cc1cccc(CSCC(=O)Oc2ccc(-c3ccc(I)cc3)cc2)c1 | 7% | 10% |
| CCCNC(=O)NCCN(C)C | 10% | 2% |
| FC(F)(F)c1cccc(N/N=C/c2cccc(Br)c2)c1 | -9% | -11% |
| Cc1ccc(C(=O)N(Cc2ccco2)C2CC2)o1 | -1% | 15% |
| CCCNC(=O)c1c(-n2cnnn2)sc2c1CCC2 | 5% | 4% |
| O=C(Cc1scnc1-c1cccs1)NCc1ccccc1F | -2% | 6% |
| Cc1cc(=O)[nH]c2nnc(SCc3ccc(Cl)c(Cl)c3)n12 | -8% | -2% |
| Oc1c(C(c2ccccc2Cl)N2CCCC2)sc2nc(-c3ccco3)nn12 (centres undefined) | 0% | -2% |
| O=C(COc1ccccc1F)NC1CC(=O)N(c2ccc3c(c2)OCCO3)C1 (centres undefined) | -1% | 21% |

Remaining list, next part:
The line under a structure holds: UDG counter | AID inh
Cc1cccc(-c2nc(CSCC(=O)N3CCN(c4ccccc4)CC3)c(C)o2)c1
 : ? | ?
Clc1ccc(CSCCSc2nc3ccccc3s2)cc1
 : 2% | -7%
O=C(CN1C(=O)CCSc2ccccc21)Nc1ccc(C(F)(F)F)cc1
 : 13% | 27%
Cc1ccc(Cl)c2sc(N3CCN(C(=O)C4CC4)CC3)nc12
 : -14% | -4%
Cc1ccc(-c2cnc(CCC(=O)Nc3ccccc3F)o2)cc1
 : 3% | 4%
CN1CCN(CCCNC(=O)c2cnn(-c3ccccc3)c2C2CCN(C(=O)OC(C)(C)C)CC2)CC1
 : -5% | 1%
Cc1ccc(NC(=O)C(=O)NCCN2CCN(C(=O)c3ccc(C(C)(C)C)cc3)CC2)cc1
 : -7% | 0%
CCc1cccc(CC)c1NC(=O)C(CC)n1nc(C)n2c(cc3cc(C)ccc32)c1=O (centres undefined)
 : 15% | 11%
CCc1ccc2ncc3c(-c4ccc(C)cc4)nn(CC(=O)NCc4ccccc4)c3c2c1
 : 7% | 13%
CC(=O)Nc1ccc(C(=O)C(C)OC(=O)C23CC4CC(CC(C4)C2)C3)cc1 (centres undefined)
 : -1% | 4%
Cc1ccccc1Cn1c(CN2CCC(C(=O)NCCc3ccccc3)CC2)cc2ccccc21
 : -14%[57.5 µM] | -1%
Cc1oc2cc(OCC(=O)Nc3ccc(F)cc3F)ccc2c(=O)c1Oc1ccccc1F
 : -2% | -12%
CC1CCC(C(C)C)/C(=N/NC(N)=O)C1 (centres undefined)
 : -1% | -7%
CCOc1ccc2c(c1)cc(C(=O)Nc1ccc(F)cc1)n2C
 : -8% | -14%
CCN(CC)C(=O)CSc1nc(-c2ccccc2F)nc2c1Cc1c(CO)cnc(C)c1O2
 : 5% | 28µM*
CC(NC(=O)CSc1ccc(Br)c2cccc(Cl)c12)c1ccccc1 (centres undefined)
 : -1% | 7%
COC(=O)c1c(C)[nH]c(C(=O)C(C)OC(=O)c2c(F)cccc2F)c1C (centres undefined)
 : -8% | -17%
CC(=O)c1cccc(NS(=O)(=O)c2cc(-c3cnc(C4CC4)o3)ccc2C)c1
 : ? | -20%
O=C(CNC(=O)C1CC1)NC(c1ccccc1)c1cc2ccccc2o1 (centres undefined)
 : -23% | -21%
COCC(=O)Oc1ccc2oc3ccccc3c2c1
 : -7% | -8%
CCCNC(=O)c1ccc2c(c1)nc1n2CCCCC1
 : 0%[57.5 µM] | 8%
c1ccc2c(Nc3nc(N4CCOCC4)c4ccccc4n3)cccc2c1
 : -10% | 2%
O=C(Cc1ccc(-c2ccccc2)cc1)Nc1ccccc1C(F)(F)F
 : -8% | -9%
Cn1c(NCCCO)nc2c1c(=O)n(Cc1ccc(Br)cc1)c(=O)n2C
 : -12% | -15%
COC(=O)C12C3CCC4C5C3C1C5(C(=O)OC)C42 (centres undefined)
 : -4% | 1%
COc1ccc2oc(=O)c(C(=O)N(C)C3CCCCC3)cc2c1
 : 1% | 6%
CCn1cc(C(=O)N2CCN(c3ccccc3)CC2)c(=O)c2cc(S(=O)(=O)N(C)C)ccc21
 : 1%[57.5 µM] | 45%[activator][57.5 µM]
CCOc1ccc(CNC(=O)c2ccccc2NC(=O)c2nsc3ccccc23)cc1
 : 1% | 6%
CCOC(=O)Cn1c(=O)n(CC2CCCO2)c2nc(-c3ccccc3F)nc(C(N)=O)c21 (centres undefined)
 : 9% | -6%
COc1ccc(/C=C(\NC(=O)c2ccc(OC)cc2)C(=O)OCCC(C)C)cc1
 : 7% | -4%
Cc1cccc(N2CCN(S(=O)(=O)c3cc(Cl)ccc3Cl)CC2)c1C
 : -2% | -7%
COc1ccc(-c2noc(-c3ccc(N4CCN(C)CC4)c([N+](=O)[O-])c3)n2)cc1OC
 : -1% | 6%
NC(N)=NC(N)=Nc1ccccc1Cl
 : -2% | -6%
Cc1cc(=O)oc2cc(OC(C)C(=O)NC3CCN(Cc4ccccc4)CC3)ccc12 (centres undefined)
 : -12% | -23%
O=C(NC1CC2CC1C1CCCC21)c1nc(Cl)ccc1Cl (centres undefined)
 : 1% | -10%
COc1ccc(C(=O)/C=C/c2c(F)cccc2F)cc1CC(=O)O
 : 5% | -3%
CCc1cc(CC)n(-c2nc3c(c(=O)n(CC(N)=O)c(=O)n3C)n2CC(C)C)n1
 : 4% | -10%
CCc1ccccc1NC(=O)CSc1nnc2ccc3ccccc3n12
 : -4% | -6%
CCCc1c(C(=O)NC(C)C)nnn1-c1ccc(C)cc1
 : 0% | -10%
Cc1oc2ncn(C)c(=O)c2c1C(=O)NCCCN1CCCC(C)C1 (centres undefined)
 : -24% | 20%
COc1cc(OC)c(NC(=O)C2CCCN(c3ncnc4c3nc3n4CCCCC3)C2)cc1Cl (centres undefined)
 : -18%[57.5 µM] | ?
CC(C)CCNC(=O)CCCn1c(=O)c2cccn2c2ccccc21
 : -5%[57.5 µM] | -3%
O=[N+]([O-])c1ccc(/C=N/O)cc1
 : 8% | 2%
CCCCSc1nc2c(c(=O)[nH]c(=O)n2C)n1CCOC
 : 6% | -3%
O=C(CCNC(=O)C1CCCC1)NCCc1ccccc1
 : -12% | 4%
O=C(COc1ccc(-c2nnco2)cc1)c1ccc(F)c(F)c1
 : -15% | 7%
O=C(Nc1ccccc1)c1ccc2c(c1)CCC2
 : 4% | 0%
CCCCn1c2ccccc2c2nnc(SCC(=O)Nc3ccc(NC(C)=O)cc3)nc21
 : -5% | -3%
O=C(Nc1ccccc1)C(Cc1ccccc1)N1Cc2ccccc2C1=O (centres undefined)
 : -1% | -12%

Screening results deposited in PubChem BioAssay by National Center for Advancing Translational Sciences (NCATS).
